From PubChem
SIAE primary: blocks human sialic acid acetylesterase. Q9HAT2. SIAE FP-Rh probe binding, fluorescence polarization. inhibition, % at 9.66 µM. 370,000 tested, 0.69% active;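 active means inhibition above a cutoff: mean of compounds within the control limits plus 3 SD of those, cut at about 17% in these data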;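 further: 0% = plate median of compound wells and 100% = probe without SIAE protein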
Target sequence (Q9HAT2 whole entry, looked up): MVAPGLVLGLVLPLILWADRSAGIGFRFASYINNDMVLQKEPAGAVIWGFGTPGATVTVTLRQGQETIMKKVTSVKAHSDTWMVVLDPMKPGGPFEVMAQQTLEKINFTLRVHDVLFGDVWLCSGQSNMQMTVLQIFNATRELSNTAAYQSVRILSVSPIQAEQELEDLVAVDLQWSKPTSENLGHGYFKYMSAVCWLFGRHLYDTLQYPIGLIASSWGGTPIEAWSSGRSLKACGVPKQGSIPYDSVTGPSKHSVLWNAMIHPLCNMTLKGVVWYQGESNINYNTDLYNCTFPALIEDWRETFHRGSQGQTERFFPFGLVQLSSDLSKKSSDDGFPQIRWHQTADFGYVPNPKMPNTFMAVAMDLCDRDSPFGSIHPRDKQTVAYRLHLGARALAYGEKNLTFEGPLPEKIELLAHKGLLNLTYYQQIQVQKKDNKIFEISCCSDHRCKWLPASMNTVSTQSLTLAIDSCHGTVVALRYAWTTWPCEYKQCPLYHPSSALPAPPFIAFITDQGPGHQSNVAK
Tn6 DDE FP: DD(E)-Tn6 binding inhibition, primary FP screen; P02675; Fibrin DD(E) TRITC-Tn6 fluorescence polarization displacement; inhibition, % at 8.3 µM; 370,000 tested, 0.21% active;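 active means inhibition above a per-campaign cutoff: mean of compounds within control limits plus 3 SD, cut at about 15% in these data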;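 further: 0% = median of all compound wells on the plate and 100% = blocking peptide control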
Target sequence (P02675 whole entry, looked up): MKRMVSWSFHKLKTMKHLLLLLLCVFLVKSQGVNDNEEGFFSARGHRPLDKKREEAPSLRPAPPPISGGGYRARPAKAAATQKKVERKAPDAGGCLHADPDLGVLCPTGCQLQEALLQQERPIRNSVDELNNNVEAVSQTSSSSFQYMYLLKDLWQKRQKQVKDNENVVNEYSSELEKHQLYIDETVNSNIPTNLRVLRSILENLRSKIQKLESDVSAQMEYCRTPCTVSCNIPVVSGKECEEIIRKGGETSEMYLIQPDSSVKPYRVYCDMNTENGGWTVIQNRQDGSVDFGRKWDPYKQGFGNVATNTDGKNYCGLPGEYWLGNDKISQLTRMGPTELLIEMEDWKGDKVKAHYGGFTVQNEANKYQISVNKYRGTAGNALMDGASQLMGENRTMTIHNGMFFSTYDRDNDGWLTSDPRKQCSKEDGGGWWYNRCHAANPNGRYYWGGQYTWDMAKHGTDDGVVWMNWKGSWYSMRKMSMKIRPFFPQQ
LEDGF integ inh: blocks HIV-1 LEDGF/p75-dependent DNA integration; TR-FRET IN-LEDGF/p75 DNA integration, Eu/Cy5; inhibition, % at 3.7 µM; 370,000 tested, 0.64% active; AID 743269;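 active means inhibition above the screen-wide mean plus 3 SD, cut at about 13% in these data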;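 further: signal is the Cy5 over europium emission ratio at 671 and 618 nm; 0% = plate median of compound wells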
DDE Tn7 FP inh: DD(E)-Tn7 binding inhibition, primary FP screen; P02675; 370,000 tested, 0.13% active; FP displacement of FITC-Tn7 peptide from fibrin DD(E); 0% = median of compound wells per plate; inhibition, % at 8.3 µM; AID 720508;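 active means inhibition above the mean of compounds falling within the control limits plus 3 SD of them, cut at about 14% in these data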;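 further: 0% = plate median of compound wells and 100% = 10 µM Aha-Tn7 peptide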
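Measure: % inhibition scaled between sample-field median and high-control FP; Test system: human fibrin DD(E); Quantity: 2 µM final DD(E) protein; Doses: one dose, 8.3 µM nominal; Schedule: compound with protein 10 min, then 3 h after probe, room temperature; Detection: fluorescence polarization; Medium: Tris buffer with calcium and detergent, pH 7.8.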
PRMT1 FP inh: PRMT1 (human) inhibition, primary screen | Q99873 | recombinant PRMT1, activity-based probe fluorescence polarization | inhibition, % at 2.79 µM | 370,000 tested, 1.3% active;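 active means inhibition above about 21% made by adding two undisclosed values, limit read from the data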
UHRF1 binding: blocks human UHRF1 binding to methylated DNA; inhibition, % at 4.4 µM; AID 687016; 370,000 tested, 0.75% active; UHRF1 binding to methylated oligo, TR-FRET; Q96T88; in the data active means inhibition above about 21%;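 further: UHRF1 SRA domain binding a hemimethylated CpG hairpin DNA probe; 0% = median of test compound wells and 100% = reference inhibitor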
KLK7 zymogen act: activators of human kallikrein-7 zymogen; P49862; purified proKLK7, EDANS-DABCYL substrate fluorescence; 100% is mature enzyme control, 0% vehicle; activation, % at 7 µM; 370,000 tested, 0.9% active; AID 652039;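 active means activation above the mean of all tested compounds plus 3 SD, computed per campaign excluding outliers beyond control limits, cut at about 13% in these data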
MBD2 DNA inh: inhibitors of human MBD2 binding to methylated oligonucleotide | TR-FRET | inhibition, % at 4.4 µM | AID 686964 | 370,000 tested, 0.31% active; in the data active means inhibition above about 13%
TDP2 absorb: TDP2 (human) inhibition, absorbance primary screen; inhibition, % at 12.8 µM; recombinant TDP2, T5PNP hydrolysis, p-nitrophenol absorbance 415 nm; 370,000 tested, 0.34% active; O95551; AID 720702;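 active means inhibition above the mean of all tested compounds plus 3 SD, set per campaign, cut at about 25% in these data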;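 further: 0% = DMSO with enzyme and 100% = buffer with substrate but no TDP2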
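Read-out basis: percent inhibition. System: recombinant human TDP2. Buffer or medium: Mg2+-containing Tris-HCl buffer, pH 7.5. Repeats: single replicate. Timing: reaction 2 h, 37 °C. Benchmarks: high control without enzyme, low control DMSO plus TDP2. Probe or stimulus: 5 mM T5PNP. Doses: 12.8 µM only. Measured by: epi absorbance of p-nitrophenol freed from T5PNP by hydrolysis.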
TCR CD3 inh: blocks the human TCR-CD3 interaction. TAMRA-labeled TCR probe fluorescence, biochemical. 360,000 tested, 0.37% active. inhibition, % at 9.4 µM. AID 651800; in the data active means inhibition above about 19%;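 further: recombinant mutant TCR 2C K166C tagged with TAMRA read by polarization; 0% = receptor in buffer alone and 100% = receptor with positive control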
The depositor's hits bear a star; · = no result given.

SMILES | SIAE primary | Tn6 DDE FP | LEDGF integ inh | DDE Tn7 FP inh | PRMT1 FP inh | UHRF1 binding | KLK7 zymogen act | MBD2 DNA inh | TDP2 absorb | TCR CD3 inh
Cc1ccccc1C(=O)NCC(=O)OC1CCCCC1=O (stereo unspecified) | -15 | -3 | 0 | -7 | 3 | -4 | 0.2 | 1 | -2 | 2
COCC(=O)N1CCc2ccc(NC(=O)c3ccccc3Cl)cc2C1 | 2 | 6 | 3 | -1 | 1 | 2 | 0.4 | -2 | -10 | -6
CCOC(=O)c1sc(NC(=O)CSc2nnc(-c3ccc(OC)cc3)n2CCOC)nc1C | -1 | 0 | -3 | 0 | -4 | -2 | 0.2 | -2 | 2 | 2
CC(C)C(O)P(=O)(OCc1ccccc1)c1ccc(N(C)C)cc1 (stereo unspecified) | -1 | -5 | 4 | -4 | -2 | -2 | 0.5 | -7 | 4 | 7
COc1ccc(N2CCN(C(=O)c3cc4cc(Cl)ccc4[nH]3)CC2)cc1 | 3 | 6 | -2 | 4 | 3 | 1 | 0.3 | 2 | 3 | -1
Cc1cc(Br)ccc1SCC(=O)OCC(=O)Nc1ccc2[nH]c(=O)[nH]c2c1 | 8 | -2 | -3 | 6 | 1 | 6 | 0.3 | 2 | -6 | -4
COc1ccccc1OCc1nnc(SCC(=O)Nc2ccc(C)cc2)n1C | -4 | -6 | 2 | -4 | 0 | -1 | -0.3 | -2 | -6 | 4
CSc1ccc(S(=O)(=O)Nc2ccc(S(=O)(=O)Nc3ccc(C)cc3)cc2)cc1 | -26 | -2 | 0 | -1 | 2 | -2 | 0.2 | -4 | -2 | -6
Cc1cccc(C)c1-n1nnnc1C(c1ccnc2ccccc12)N(Cc1ccccc1)Cc1ccccc1 (stereo unspecified) | -3 | -5 | 0 | -8 | -7 | -1 | 1.0 | -6 | -15 | -13
CC(C)Sc1ccc(C(=O)Nc2ccc(F)cc2F)cn1 | 3 | -5 | -1 | 2 | -4 | 0 | 0.4 | 1 | 9 | 1
COCCNC(=O)NC12CC3CC(CC(C3)C1)C2 | -3 | -6 | 2 | -1 | -1 | 7 | -0.4 | -3 | -7 | -6
CC1(OC(=O)CCc2ccccc2)C(=O)C=C2C=C(c3ccc(C#N)cc3)N(Cc3ccco3)C=C2C1=O (stereo unspecified) | 5 | 7 | 17* | -3 | 28* | 14 | -0.6 | -2 | -18 | 5
CC(C)[C@H](NS(=O)(=O)c1ccc(Cl)cc1)C(=O)OCC(=O)c1c(N)n(C)c(=O)n(C)c1=O | 8 | 8 | -6 | 5 | 3 | 1 | -0.5 | -1 | -5 | 1
Clc1ccccc1-c1nnc2n1-c1ccccc1SC2 | 1 | 2 | 6 | 5 | -4 | 0 | 0.5 | -5 | 1 | -3
O=C(N/N=C/c1ccc2c(c1)OCO2)c1cc(-c2ccccc2Cl)nc2ccccc12 | -9 | -11 | 0 | -3 | -1 | -1 | -0.4 | 0 | -4 | 6
O=C(C1CC(=O)N(C2CCCC2)C1)N1CCN(c2ccccc2)CC1 (stereo unspecified) | -2 | -2 | 0 | -6 | -2 | 0 | 0.1 | -2 | 23 | -4
CCn1ccnc1CNC(=O)CC1C(=O)NCCN1Cc1ccc(OC)cc1OC (stereo unspecified) | 4 | 5 | -3 | 5 | 5 | 1 | 0.7 | 1 | -7 | -6
CC(=O)c1sc(=S)n(-c2ccccc2)c1C | 2 | -4 | 3 | -5 | 1 | -2 | 0.4 | -8 | 12 | 2
Cc1ccc(S(=O)(=O)N2CCN(C(=O)CNC(=O)c3ccc(Br)o3)CC2)cc1 | -4 | -3 | 2 | 1 | 4 | 1 | -0.1 | -2 | -6 | 5
O=C(O)CNS(=O)(=O)c1ccc(Br)s1 | 1 | 5 | 2 | 8 | 1 | 2 | -0.4 | 2 | 4 | 3
CC(=O)Nc1ccc(NC(=O)c2cc(-c3cc(F)ccc3OCC3CCCO3)n[nH]2)cc1 (stereo unspecified) | 0 | 1 | 0 | 4 | -1 | -2 | 0.2 | 3 | -1 | -1
CC(=O)C1=C(O)C(=O)N(c2ccccn2)C1c1cccc(F)c1 (stereo unspecified) | -8 | 4 | 2 | 0 | 2 | 0 | 1.4 | -1 | -4 | 1
CCOC(=O)Cn1cc(C#N)c2cccc(CC)c21 | -10 | 2 | -2 | 6 | 0 | -1 | -0.2 | 0 | -7 | 4
O=C(NNC(=S)NC1CCCCC1)c1cccc(S(=O)(=O)Nc2ccccc2Cl)c1 | 7 | 0 | 0 | 5 | 1 | -3 | 0.0 | -2 | -2 | 6
CN(C)c1ccc(NC(=O)c2ccc(COc3cccc(Cl)c3)o2)cc1 | 15 | 2 | 0 | -3 | 1 | -2 | 0.3 | -3 | 5 | 8
O=C(c1ccccc1)c1ccc(OCCO)cc1 | -1 | 2 | 0 | -4 | 0 | -1 | 0.0 | -1 | 6 | -3
CCCOc1c(Br)cc(C(N)=O)cc1OCC | 2 | 6 | -1 | 2 | -2 | -1 | 0.1 | -3 | 3 | 1
COc1ccc(C(=O)Oc2cc(C)[nH]c(=O)c2[N+](=O)[O-])c(OC)c1 | 2 | 4 | -3 | -5 | -3 | -3 | -0.1 | -3 | 6 | -2
COc1ccc(-c2cc(NC(=O)Cc3c[nH]c4ccccc34)ccc2Nc2cccnc2)cc1F | 14 | 4 | -3 | -1 | 2 | -1 | -0.5 | 2 | 2 | -8
Cc1ccc(NC(=O)C(=O)C2C(=O)Nc3ccccc32)cc1 (stereo unspecified) | 3 | -3 | -3 | 5 | 2 | -3 | 0.3 | 1 | 6 | 4
O=C(NCc1n[nH]c(=O)c2ccccc12)C1CC(=O)N(c2ccccc2)C1 (stereo unspecified) | -5 | -1 | 1 | 0 | 4 | 1 | 0.3 | -4 | -8 | 0
CCCCn1nc(C(=O)Nc2ccccc2N2CCCC2)c2ccccc2c1=O | 5 | 6 | -5 | 4 | 2 | -1 | -0.8 | 0 | 3 | -2
CC1CC(C)CN(C(=O)COC(=O)COc2ccccc2C#N)C1 (stereo unspecified) | -22 | 9 | 3 | -2 | 0 | 1 | 0.3 | -1 | -15 | 5
CC[C@@H](CCCc1ccccc1OC)CCS(=O)(=O)C(C)(C)C | 0 | 8 | -3 | 4 | 0 | -1 | -0.1 | 1 | 15 | ·
COc1ccc(OC)c2c(N)c(C#N)c(C(F)(F)C(F)(F)F)nc12 | 0 | -1 | 0 | -1 | -1 | 1 | 3.6 | -2 | -5 | 7
CC(C)Oc1ccc(CNS(=O)(=O)c2csc(C(N)=O)c2)cc1 | 0 | 4 | 2 | 1 | 0 | 1 | -0.2 | 4 | 2 | 5
COCCNC(=O)c1c(CSc2ccc(F)cc2)noc1C(=O)NCc1ccccc1 | -5 | 1 | 1 | 7 | 0 | 1 | 0.5 | 4 | -3 | -6
CC(=O)C(C(c1ccccc1)c1c[nH]c2ccccc12)[N+](=O)[O-] (stereo unspecified) | 4 | 4 | 6 | 5 | -5 | 11 | 0.0 | 2 | 14 | 1
O=C(OCC(=O)N1CCCCC1)c1cccc(NS(=O)(=O)c2ccccc2)c1 | -4 | 5 | 1 | 2 | -1 | -1 | -0.2 | -2 | -14 | 3
Cc1ccc(C)c(S(=O)(=O)Nc2ccccc2C(=O)Nc2ccc(S(=O)(=O)Nc3ncccn3)cc2)c1 | 8 | 8 | 2 | 1 | -2 | -1 | 1.9 | 1 | 9 | 4
COc1ccc(OC)c(NC(=O)COc2cc(O)c3c(c2)OC(C)(C)CC3=O)c1 | 1 | -9 | -8 | 4 | 5 | -1 | -0.3 | 0 | -15 | -11
N#C/C(=C\Nc1ccc2c(c1)OCCO2)c1nc(-c2ccccc2)cs1 | 5 | 4 | -3 | 11 | 0 | 0 | -0.2 | -1 | 11 | 2
CCSc1ccccc1C(=O)NC1CCCCC1 | 2 | 1 | 1 | -4 | -4 | 0 | -0.6 | 1 | 6 | 7
CC(=O)c1ccc(NC(=O)/C(=C\c2ccccc2)NC(=O)c2ccco2)cc1 | -1 | 2 | -3 | 0 | 3 | 0 | -0.5 | -4 | 1 | -3
Cc1c(Br)c([N+](=O)[O-])nn1C(C)C(=O)NCc1cccnc1 (stereo unspecified) | 5 | 5 | 2 | 0 | -3 | 0 | -0.5 | 0 | 5 | 3
O=C(CSc1nnc(CNC(=O)c2cccs2)o1)NC1CCCC1 | -5 | 9 | -4 | 1 | 3 | -2 | 0.3 | 0 | -4 | 0
OC(c1ccc(F)c(F)c1)c1nc(-c2cccc(C(F)(F)F)c2)cs1 (stereo unspecified) | -14 | 5 | 0 | -4 | -1 | -1 | -0.1 | 4 | 1 | 4
Nc1c(S(=O)(=O)c2ccccc2)csc1C(=O)O | -3 | -3 | 2 | -7 | -2 | -1 | -0.8 | -5 | -12 | 4
COc1ccc(/C=C/CN2CCC(n3nccc3NC(=O)C3CCCC3)CC2)cc1 | -6 | 3 | -8 | 9 | 1 | 2 | 0.1 | 3 | -3 | -4
O=C(Cn1nnc(-c2ccc(N3CCOCC3)cc2)n1)c1ccc(F)cc1 | 9 | 13 | -4 | 6 | 3 | 6 | -0.4 | 4 | 4 | ·

Record cards, as listed above. Screens in order: SIAE primary	Tn6 DDE FP	LEDGF integ inh	DDE Tn7 FP inh	PRMT1 FP inh	UHRF1 binding	KLK7 zymogen act	MBD2 DNA inh	TDP2 absorb	TCR CD3 inh
Record of CC[C@@H](CCCc1ccccc1OC)CCS(=O)(=O)C(C)(C)C = 0	8	-3	4	0	-1	-0.1	1	15	·
Record of COc1ccc(OC)c2c(N)c(C#N)c(C(F)(F)C(F)(F)F)nc12 = 0	-1	0	-1	-1	1	3.6	-2	-5	7

Continuation.
SMILES | SIAE primary | Tn6 DDE FP | LEDGF integ inh | DDE Tn7 FP inh | PRMT1 FP inh | UHRF1 binding | KLK7 zymogen act | MBD2 DNA inh | TDP2 absorb | TCR CD3 inh
Cc1ccc2[nH]c(=O)c(CN(Cc3ccco3)S(=O)(=O)c3c(C)ccc4nsnc34)cc2c1 | -2 | -1 | 0 | -8 | 7 | 1 | -0.8 | 3 | 4 | -5
COc1ccc(Oc2nc(-c3ccccn3)nc3ccccc23)cc1 | 0 | 2 | 0 | 5 | -4 | -4 | 0.4 | -5 | -3 | -1
O=C(Oc1ccc(Cl)cc1N1C(=O)CCC1=O)c1ccco1 | -5 | 2 | -1 | 0 | 0 | 0 | -0.9 | 2 | -4 | 2
O=C(NCCc1ccccc1)C1(c2ccccc2)CC1(Cl)Cl (stereo unspecified) | 0 | -5 | 1 | 1 | 0 | 2 | 0.1 | 4 | -9 | -1
S=c1[nH]nc(COc2ccc(Cl)cc2)n1-c1ccccc1 | 0 | 0 | -5 | -6 | 15 | 0 | -0.7 | -2 | -4 | -4
Cc1cccn2c(=O)nc(SCC(=O)N3CCCCC3)nc12 | 7 | 1 | -2 | 8 | 1 | 2 | 0.3 | 0 | 2 | -1
Cc1ccc(-c2c[nH]c(=S)n2-c2ccccc2)cc1 | 14 | 3 | 2 | 0 | 9 | 0 | -1.1 | -6 | 0 | 8
